OPRM1-OPRD1 ag = OPRM1-OPRD1 heterodimerization agonism; P35372+P41143; cells, luminescence; activation, % at 9.3 µM; 340,000 tested, 0.3% active; AID 504326; in the data active = activation above about 18%;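 also: 0% = vehicle-treated cells and 100% = reference agonist; values of inactives mirror those of a sister screen read the other way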
HTR5A ag ctr = counter-screen for OPRM1-OPRD1 agonists: human HTR5A agonism | AID 504692 | HTR5A agonist assay, luminescence, cell-based | 340,000 tested, 0.61% active | activation, % at 9.3 µM; in the data active = activation mostly above about 9.5%, no sharp cut-off; inactive = mostly below about 7.6%;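 also: 0% = cells with vehicle only and 100% = reference agonist; strong numbers were not always called active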
Target sequence (P47898 whole entry, looked up): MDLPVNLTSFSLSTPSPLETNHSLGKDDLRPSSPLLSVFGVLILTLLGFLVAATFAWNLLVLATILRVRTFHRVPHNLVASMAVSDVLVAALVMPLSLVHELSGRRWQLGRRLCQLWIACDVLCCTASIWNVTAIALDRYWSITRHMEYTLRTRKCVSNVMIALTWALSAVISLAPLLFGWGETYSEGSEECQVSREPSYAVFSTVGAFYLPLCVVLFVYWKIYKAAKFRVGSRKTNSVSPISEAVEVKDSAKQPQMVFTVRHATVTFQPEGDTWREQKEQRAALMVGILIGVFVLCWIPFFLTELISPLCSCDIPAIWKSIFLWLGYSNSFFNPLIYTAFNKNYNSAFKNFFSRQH
cardiac RTF act = increases calcium sensitivity of human cardiac regulated thin filaments. IANBD-labeled TnC RTF fluorescence at EC20 calcium; 0% EC20 calcium, 100% full calcium. AID 493008. P19429+P45379. 340,000 tested, 0.24% active. activation, % at 7.2 µM;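 active = activation above the mean over all tested compounds plus 3 SD, cut at about 30% in these data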;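 also: rise in fluorescence read as greater calcium sensitivity of cardiac thin filaments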
CAL-PDZ inh HTS = blocks peptide binding to the human CAL PDZ domain; Q9HD26; purified CAL PDZ, TMR-peptide fluorescence polarization, 1 h; inhibition, % at 24.9 µM; 300,000 tested, 0.92% active; AID 602252;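 active = mean inhibition of at least 30% with at least half of replicates also reaching 30%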;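 also: 0% = DMSO neutral control and 100% = excess unlabeled competitor peptide PRC23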
V-ATPase pH = alters yeast V-ATPase proton transport; S. cerevisiae, pHLuorin cytosolic pH fluorescence; response, % at 10 µM; 350,000 tested, 0.37% active; in the data active = response mostly above about 7.3%, no sharp cut-off; inactive = mostly below about 5.4%; also: actives read high; inactives centre near 0; some compounds called inactive have numbers as strong as hits; reference of the scale not given here
Keap1-Nrf2 PPI = Keap1-Nrf2 (human) interaction inhibition; Q14145; Keap1 Kelch-Nrf2 peptide fluorescence polarization, 1536-well; inhibition, % at 9.4 µM; 340,000 tested, 0.15% active; in the data active = inhibition above about 12%;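 also: human Keap1 Kelch domain with fluorescein labeled Nrf2 9mer peptide probe; 0% = neutral control wells and 100% = peptide positive control; higher means more block of Keap1 binding to Nrf2 peptide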
Target sequence (Q14145 whole entry, looked up, the tested form may be a part): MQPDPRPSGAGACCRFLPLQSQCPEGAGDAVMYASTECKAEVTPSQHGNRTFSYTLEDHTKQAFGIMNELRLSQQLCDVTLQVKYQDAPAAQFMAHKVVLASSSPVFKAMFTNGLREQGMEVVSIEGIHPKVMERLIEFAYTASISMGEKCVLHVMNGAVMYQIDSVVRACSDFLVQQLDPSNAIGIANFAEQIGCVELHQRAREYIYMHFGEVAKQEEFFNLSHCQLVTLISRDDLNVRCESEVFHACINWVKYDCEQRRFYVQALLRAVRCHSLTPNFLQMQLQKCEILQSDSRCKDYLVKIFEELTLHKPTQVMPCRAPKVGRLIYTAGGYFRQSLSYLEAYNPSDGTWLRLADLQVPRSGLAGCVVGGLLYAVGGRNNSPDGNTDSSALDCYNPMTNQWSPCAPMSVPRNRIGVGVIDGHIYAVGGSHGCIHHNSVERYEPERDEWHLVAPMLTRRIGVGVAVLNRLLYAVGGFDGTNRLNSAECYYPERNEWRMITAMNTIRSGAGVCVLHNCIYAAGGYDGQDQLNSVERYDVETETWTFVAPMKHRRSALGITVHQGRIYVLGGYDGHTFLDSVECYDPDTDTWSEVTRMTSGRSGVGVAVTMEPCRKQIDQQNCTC
C-LANA FP = inhibitors of KSHV LANA C-terminal domain DNA binding; inhibition, % at 9 µM; 340,000 tested, 0.078% active; MBP-C-LANA/FAM-LBS DNA binding, fluorescence polarization;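 active = highest replicate inhibition at or above 60% at 9 µM, even if other replicates fall short; inactive = all replicates below 60% inhibition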;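 also: 0% = neutral control wells and 100% = 4 µM acridine orange control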
HTR5A inv ag = HTR5A inverse agonism, opioid heterodimer counter-screen; P47898; 340,000 tested, 0.083% active; HTR5A cell line, luminescence; inhibition, % at 9.3 µM; in the data active = inhibition mostly above about 23%, no sharp cut-off; inactive = mostly below about 18%;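 also: 0% = cells with DMSO and 100% = no-cell wells with DMSO; some compounds called inactive have numbers as strong as hits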
Cardiac RTF inh = cardiac RTF calcium desensitization. P19429+P45379. IANBD-labeled cardiac RTF, Ca2+ fluorescence. inhibition, % at 7.15 µM. 340,000 tested, 0.12% active. AID 493244;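 active = inhibition above the mean inhibition of all tested compounds plus 3 SD, cut at about 17% in these data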;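 also: assay run at fixed EC70 calcium of 1.6 mM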
MOR-DOR inv ag = inverse agonist of human OPRM1-OPRD1 heterodimerization; P35372+P41143; cell-based MOR-DOR heterodimer luminescence, inverse agonism; inhibition, % at 9.3 µM; 340,000 tested, 0.21% active; in the data active = inhibition above about 22%, passing the limit was not always enough;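 also: 0% = cells with DMSO and 100% = wells without cells with DMSO; values of inactives mirror those of a sister screen read the other way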
The depositor's hits bear a star; . = not tested or not shown.

SMILES	OPRM1-OPRD1 ag	HTR5A ag ctr	cardiac RTF act	CAL-PDZ inh HTS	V-ATPase pH	Keap1-Nrf2 PPI	C-LANA FP	HTR5A inv ag	Cardiac RTF inh	MOR-DOR inv ag
O=C(CNC(=O)[C@@H]1Cc2ccccc2CN1)Nc1ccc2c(c1)OCO2	-3.1	-2	-3	0	0	-7	0.1	7	5	15
COc1ccc(S(=O)(=O)N2CCCC2CNC(=O)c2cccc(OC)c2)cc1 (configuration not stated)	-3.9	0	2	-3	-2	1	0.0	1	-14	20
CCN(CC(=O)Nc1ccc(NC(C)=O)cc1)C(=O)CCN1C(=O)C2CC=CCC2C1=O (configuration not stated)	-1.2	-6	-5	2	3	-1	-0.4	18	-7	7
Cc1nc2ccccc2c(=O)n1/N=C/c1ccncc1	3.2	2	3	0	-6	0	17	-24	-6	-19
CCCCn1c(=O)[nH]c(=O)c2c1nc(COC(=O)c1c(C)noc1C)n2CCC	-3.2	-2	0	-1	-2	-1	-0.6	-9	-2	16
CC(C)CN(C(=O)CSc1nc2ccccc2c(=O)n1C)C1CCS(=O)(=O)C1 (configuration not stated)	-2.0	1	3	1	-2	1	-5.1	-18	-9	8
Cc1sc(NC(=O)c2ccco2)c(CN2CCN(c3ccccc3)CC2)c1C	-1.4	11	-2	-7	0	-2	0.0	-28	-1	7
CCCc1nn(C)c2c(=O)[nH]c(-c3cc(S(N)(=O)=O)ccc3OCC)nc12	-2.0	-5	3	-7	.	1	-3.1	18	-3	9
COC(=O)C1CN(C(=O)COc2cc(C)c(Cl)c(C)c2)c2ccccc2O1 (configuration not stated)	-0.4	7	-1	-3	3	-7	-1.6	-24	-1	2
Nc1ncc2[nH]c(N)nc2n1	-2.0	-3	-3	-1	0	6	0.7	11	0	10
COc1ccc(CCNC(=O)C/C(C)=N/NC(=O)C2CCCCC2)cc1OC	-0.9	-2	9	-2	5	-3	-2.5	8	6	5
COc1ccc(N2CC(O)=C(c3nc4ccccc4s3)C2=N)cc1	4.6	5	7	0	4	-6	2.3	2	2	-27
CN1CCN(C2=Cc3cc(Cl)ccc3Sc3cc(F)ccc32)CC1	5.8	7	-8	-3	-1	3	-2.1	-20	8	-34
CC(C)CNS(=O)(=O)c1ccc(CCC(=O)NCCc2ccccc2)cc1	-3.8	-1	2	-2	2	0	2.6	3	5	18
CCOC(=O)N1CCN(S(=O)(=O)c2c(C)nc3sccn3c2=O)CC1	-3.2	1	-3	2	-1	-2	-1.0	8	-8	16
CSc1nsc(SC)c1NC(=O)OC1CCCCC1	0.5	3	1	-3	3	-6	-0.8	-35	-5	-3
CCOC(=O)C1=C(CSc2nc(-c3ccccc3)ccc2C#N)OC(N)=C(C#N)C1c1ccc(OC)cc1 (configuration not stated)	-0.2	1	11	.	-1	-20	0.0	-7	-14	1
COc1ccc(NS(=O)(=O)c2cccc(C(=O)NNC(=O)c3cccc(NC(C)=O)c3)c2)cc1	-0.5	5	-3	1	-2	0	0.9	-14	3	3
C=CCn1c(SCc2nc3ccccc3[nH]2)nnc1-c1ccc(OC)cc1	-1.2	-1	4	.	3	-5	0.5	-18	-1	6
Cc1nnsc1C(=O)N1CCCC(Nc2ccc(C(C)C)cc2)C1 (configuration not stated)	-2.1	2	-4	0	1	0	0.1	-4	-1	12
O=C(CNC(=O)c1ccco1)Nc1cccc(Cl)c1	-2.0	-3	14	-14	0	-3	-0.9	11	-5	12
Cn1cnnc1SCC(=O)Nc1ccc(Oc2ccccc2)cc1	-3.0	-5	-5	.	-1	1	0.3	17	3	16
CCN(CC(=O)Nc1ccc(NC(C)=O)cc1)C(=O)Cc1ccc(S(=O)(=O)N2CCOCC2)s1	0.5	-1	3	0	0	-5	0.2	6	-12	-3
CC(C)Cn1c(N)c(C(=O)CSc2ccc3c(c2)OCCO3)c(=O)n(C)c1=O	-0.3	3	-3	1	-2	1	0.0	6	1	2
COc1cc(OC)cc(-c2c(C#Cc3ccsc3)c3cc(-c4ccc(N(C)C)nc4)ccc3n2C)c1	-0.7	-2	-6	-2	-6	-5	-1.4	-6	3	4
C[C@H](CO)N1C[C@H](C)[C@@H](CN(C)S(=O)(=O)c2ccccc2)Oc2c(NC(=O)NC3CCCCC3)cccc2C1=O	-2.3	7	0	0	-3	-2	0.5	-22	10	13
Cc1ccc2oc3ccccc3c(=O)c2c1	-0.1	-2	3	6	1	-4	-1.3	-3	2	1
N#CC1=C2N=C(N)c3ccccc3N2C2=C(C(=O)CCC2)C1c1ccccc1F (configuration not stated)	4.8	-4	3	3	0	3	3.1	14	-17	-25
CC(=O)c1cc(C#N)c(SCc2ccccc2)nc1C	-0.1	12	-2	-2	3	-2	-0.7	-30	0	1
Cc1cccc(NC(=O)c2ccc3c(c2)OCCO3)c1	-1.9	-1	-7	-3	4	-3	-1.5	4	-1	10

Compounds above with a furan ring, fused or not (2):
SMILES	OPRM1-OPRD1 ag	HTR5A ag ctr	cardiac RTF act	CAL-PDZ inh HTS	V-ATPase pH	Keap1-Nrf2 PPI	C-LANA FP	HTR5A inv ag	Cardiac RTF inh	MOR-DOR inv ag
Cc1sc(NC(=O)c2ccco2)c(CN2CCN(c3ccccc3)CC2)c1C	-1.4	11	-2	-7	0	-2	0.0	-28	-1	7
O=C(CNC(=O)c1ccco1)Nc1cccc(Cl)c1	-2.0	-3	14	-14	0	-3	-0.9	11	-5	12

More results.
SMILES	OPRM1-OPRD1 ag	HTR5A ag ctr	cardiac RTF act	CAL-PDZ inh HTS	V-ATPase pH	Keap1-Nrf2 PPI	C-LANA FP	HTR5A inv ag	Cardiac RTF inh	MOR-DOR inv ag
NC(=O)C1CCN(C(=O)Cn2cccc2C(=O)c2ccccc2)CC1	-2.6	2	-7	-5	-3	-1	-2.9	-8	-14	16
COc1cc(Cc2nccc3cc(OC)c(OC)cc23)c(NC(C)=O)cc1OC	-2.2	3	1	4	-2	2	0.7	-11	2	10
O=C(Cn1c(CO)nc2ccccc21)NCc1ccc2c(c1)OCO2	.	.	2	-5	3	-4	-0.4	.	-13	.
COCC(=O)N/N=C\c1cccc(OC)c1OC/C=C/c1ccccc1	0.6	2	2	1	2	-6	0.2	-30	0	-3
O=C1/C(=C/c2cccnc2)SC(=S)N1N1CCOCC1	-0.7	9	18	-3	5	-2	-0.3	-10	-4	4
O=C(O)CCCCn1c(SCC(=O)Nc2ccccc2C(F)(F)F)nc2ccsc2c1=O	-1.4	4	-1	-3	2	-2	0.8	-5	12	7
Nc1ccnc(Oc2ccc(F)cc2)c1	0.7	1	2	3	-1	1	0.5	2	4	-4
O=c1nc2ccccc2c(NS(=O)(=O)c2ccccc2)n1-c1ccccc1	-2.7	1	-3	36*	5	2	-1.3	-22	-10	16
Cc1ccc(C)c(Cn2nnc3c(=O)[nH]c(C4CCCN(C(=O)c5ccco5)C4)nc32)c1 (configuration not stated)	-0.3	-2	3	0	0	5	-1.3	6	-1	2
CC(=O)c1c(C)oc2ccc(OCc3ccccc3)cc12	-2.1	0	-7	4	-2	-5	-1.9	0	-12	10
Cc1oc2nc(SCC(=O)Nc3ccc(S(N)(=O)=O)cc3)nc(NC(=O)c3ccccc3)c2c1C	-0.2	-1	-3	31*	-2	0	0.8	-21	-8	1
CN(CC(=O)Nc1ccc(N2CCOCC2)cc1)CC(=O)Nc1ccc(Cl)cc1[N+](=O)[O-]	3.0	4	-8	-4	3	-7	0.5	-10	7	-18
COc1ccc(NC(=O)COC(=O)Cc2ccc(-c3ccccc3)cc2)c(OC)c1	2.6	4	-6	0	3	4	-1.1	1	-4	-18
COc1ccc2oc(C(=O)OCC(=O)N3CCN(c4ccccc4)CC3)c(C)c2c1	-1.1	-4	-16	-4	0	0	0.4	9	-5	7
COCCn1c(-c2ccc(OC)cc2)nc2ccccc21	-3.2	3	2	-3	0	-4	-0.8	-8	-10	20
O=C(Nc1nnc(SCc2ccc(Cl)cc2)s1)c1ccco1	-3.1	3	-2	-3	1	-1	2.1	-12	-8	17
O=C(NCc1ccccc1Cl)c1cnc2ccccc2n1	-1.4	-2	-2	-6	-1	-1	-0.5	6	6	8
CC(CC#CCN1CCOCC1)OCCC#N (configuration not stated)	2.5	2	2	-3	-5	-7	1.4	-8	-11	-14
O=C(Nc1cccc(O)c1)c1cnn2cccnc12	-2.6	-2	-1	-2	0	-4	1.6	10	-2	14
COc1ccccc1NS(=O)(=O)c1cc(NC(=O)Nc2cccc(C)c2)ccc1N1CCCCC1	2.3	1	-1	-3	0	1	-1.6	-7	1	-15
COc1ccc(S(=O)(=O)N2CCCC(C(=O)NCc3ccc(F)cc3)C2)cc1 (configuration not stated)	-1.5	3	-4	3	0	5	0.5	-8	10	8
NCCCCc1cn(CC(=O)N2CCNCC2)nn1	0.1	-2	-3	0	-7	-2	-3.4	-11	-4	0
O=C(NCc1ccccc1)C(c1c(F)cccc1Cl)N(C(=O)c1csnn1)C1CC1 (configuration not stated)	0.9	-5	-1	-4	4	1	-0.4	-4	-3	-7
Cn1c(COc2ccc(Cl)cc2)nnc1SCC(=O)NC1CCCC1	-1.7	-2	1	-2	10	0	0.6	5	-2	11
CCN(CC(=O)Nc1ccc(NC(C)=O)cc1)C(=O)c1ccc2c(c1)OCO2	-2.2	4	2	.	-3	3	0.7	-13	0	12
Cc1ccc(-n2ncc3c2CC(C)(C)CC3NC(=O)c2ccc[n+]([O-])c2)cc1 (configuration not stated)	-3.6	7	2	-3	0	-4	-0.7	8	-4	20
COc1ccc(C(=O)c2cn[nH]c2-c2cc(Cl)ccc2O)cc1	-0.2	-3	6	-4	-5	3	0.4	7	2	1
O=C(COc1cc2oc(=O)cc(-c3ccccc3)c2cc1Cl)NC(Cc1c[nH]c2ccc(O)cc12)C(=O)O (configuration not stated)	-1.7	2	6	0	3	-1	1.8	1	-2	9
Cc1ccc(NC(=O)CSc2nc(N)c(-c3ccccc3)c(=O)[nH]2)cc1Cl	-1.9	-1	0	-3	-1	-5	-0.1	3	-9	11
O=C1C(Cl)=C(Nc2ccc(O)cc2)C(=O)c2ccccc21	12	-1	-5	0	-1	-2	1.0	2	1	-62
COc1ccc(S(=O)(=O)N(C)CC(=O)Nc2ccccc2SC)cc1Cl	0.1	1	2	-3	0	-7	-0.9	-2	-2	-1
C=CCc1c(C)nc(SC(C)C)[nH]c1=O	-2.0	2	0	-4	0	-2	-1.3	-3	-4	12
O=C(COC(=O)CCc1ccccc1)NC12CC3CC(CC(C3)C1)C2	4.3	2	-2	-3	-5	.	.	-6	1	-21
COc1ccc(N2CCN(C(=O)CSc3nc(C)cs3)CC2)cc1	-1.9	0	3	-3	0	-2	-0.7	-1	-1	10
CNC(=O)COc1ccc(-c2nn(C)c(=O)c3ccccc23)cc1	-2.2	3	-2	-1	-1	0	1.1	7	1	11
C[N+]1(CCn2ccc3ccccc32)CCCCC1	-1.1	0	-5	-3	0	2	1.8	-10	1	6
COc1ccc(-c2csc(N3CCN(c4cc5c(cc4Cl)nc(-c4ccncc4)n5CCOCCO)CC3)n2)cc1	3.5	-1	18	-2	9	-5	1.1	0	-8	-20
CC(C)(C)c1ccc(NC(=O)CSc2n[nH]c(=O)n2-c2cccnc2)cc1	-1.3	0	1	-2	-5	-1	2.0	4	-4	7
O=C(c1ccc(NS(=O)(=O)c2cccc(F)c2)cc1)N1CCCCC1	-0.7	-3	2	36*	1	4	1.8	-3	3	4

Compounds as they come, and some 2.8% of all compounds hit somewhere here.
